SENP8 block-1 – human SENP8 protease inhibitors, primary screen, biochemical, fluorescence, Nedd8 protein substrate, uHTS; recombinant SENP8; AID 602440, 2012; Sentrin-specific protease 8 (Homo sapiens), Q96LD8; inhibition, % at 20 µM; 0.64% of 360,000 active; in the data active means inhibition mostly above about 40%, no sharp cut-off; inactive means mostly below about 27%
SENP6 block – SENP6 protease inhibitors, primary screen, biochemical, luminescence, uHTS; Sentrin-specific protease 6 (Homo sapiens), Q9GZR1; Recombinant SENP6 catalytic domain, aminoluciferin luminescence; inhibition, % at 10 µM; 1.8% of 330,000 active;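 active means inhibition above about 50% at the single tested dose, limit read from the data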;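 further: plate controls were DMSO wells with enzyme for no effect and DMSO wells lacking enzyme for full effect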
Target sequence (Q9GZR1 628-1112 limits assumed): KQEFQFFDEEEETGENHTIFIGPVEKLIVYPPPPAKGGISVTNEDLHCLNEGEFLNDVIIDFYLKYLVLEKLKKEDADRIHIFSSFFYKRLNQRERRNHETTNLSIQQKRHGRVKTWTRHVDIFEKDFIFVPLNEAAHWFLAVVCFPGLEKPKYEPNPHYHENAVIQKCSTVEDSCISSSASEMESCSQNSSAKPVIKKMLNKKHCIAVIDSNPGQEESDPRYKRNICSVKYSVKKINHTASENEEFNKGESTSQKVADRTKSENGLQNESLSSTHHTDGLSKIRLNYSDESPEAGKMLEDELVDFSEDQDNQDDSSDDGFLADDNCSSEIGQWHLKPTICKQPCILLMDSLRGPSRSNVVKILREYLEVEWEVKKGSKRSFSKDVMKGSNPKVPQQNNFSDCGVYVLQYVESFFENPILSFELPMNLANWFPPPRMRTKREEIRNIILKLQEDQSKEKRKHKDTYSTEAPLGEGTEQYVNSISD
PfG6PD inh – PfG6PD enzyme inhibitors, primary screen, biochemical, fluorescence intensity, uHTS; glucose-6-phosphate dehydrogenase-6-phosphogluconolactonase (Plasmodium falciparum 3D7); PfGluPho enzyme, NADPH resazurin-diaphorase fluorescence; inhibition, % at 20 µM; 0.78% of 350,000 active; AID 504690, 2011;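 active means inhibition reaching at least a set limit at 20 µM in the primary screen, cut at about 59% in these data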;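 further: 0% = DMSO wells with substrate and 100% = DMSO wells lacking glucose-6-phosphate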
SENP8 block-2 – SENP8 protease inhibitors, primary screen, biochemical, luminescence; purified SENP8, Z-RLRGG-aminoluciferin cleavage; inhibition, % at 10 µM; AID 2540, 2010; 1.2% of 330,000 active; Sentrin-specific protease 8 (Homo sapiens), Q96LD8; in the data active means inhibition above about 50%
beta cell repl – inducers of MIN6 beta-cell proliferation, primary screen, ATP luminescence, uHTS; proliferation, % at 10 µM; 0.29% of 330,000 active; MIN6 cells proliferation, ATPlite luminescence, 48 h; cells starved in 0.2% serum; 100% = growth in 10% serum; AID 2380, 2010;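 active means compounds whose signal lies at least 3.5 SD above the mean of all wells on their plate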;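 further: 0% = DMSO-treated cells in low-serum medium and 100% = 10% serum control; some compounds called inactive have numbers as strong as hits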
SENP1 inh – human SENP1 catalytic domain inhibitors, primary screen, biochemical, FRET, uHTS. Sentrin-specific protease 1 (Homo sapiens), Q9P0U3. recombinant SENP1 catalytic domain, CyPet-SUMO1-YPet FRET cleavage. inhibition, % at 10 µM. 0.21% of 360,000 active. AID 624204, 2012;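 active means inhibition at least 30% at 10 µM, raw YFP signal under a set limit, fluorescence ratio 0.5 to 1.5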;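 further: 0% = enzyme with DMSO and 100% = no enzyme wells; some results filed as inactive read as strong as hits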
Target sequence (Q9P0U3 419-644 limits assumed): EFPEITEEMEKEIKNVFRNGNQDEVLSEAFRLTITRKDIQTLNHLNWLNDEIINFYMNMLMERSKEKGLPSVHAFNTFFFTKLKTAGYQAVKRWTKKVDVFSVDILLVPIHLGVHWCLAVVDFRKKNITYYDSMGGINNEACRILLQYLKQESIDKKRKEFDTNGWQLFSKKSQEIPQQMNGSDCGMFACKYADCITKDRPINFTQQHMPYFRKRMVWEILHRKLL
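Assay system – human recombinant His6-tagged SENP1 catalytic domain enzyme · Input – SENP1 enzyme, 20 pM final · Buffer or medium – Tris pH 8 buffer plus EDTA, NaCl, BME, BSA, NP40, catalase · Schedule – 50 min reaction at room temperature · Technique – FRET read of cyan and yellow fluorescence · Control set – no-enzyme wells low, DMSO-plus-enzyme wells high control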
UBC13 inh – UBC13 polyubiquitin chain formation inhibitors, primary screen, biochemical, TR-FRET, uHTS | Ubiquitin-conjugating enzyme E2 N (Homo sapiens), P61088 | 0.47% of 330,000 active | inhibition, % at 20 µM; in the data active means inhibition above about 45%, passing the limit was not always enough
HKDC1 inhibitor – HKDC1 hexokinase inhibitors, primary screen, biochemical, fluorescence, uHTS; AID 493160, 2011; recombinant HKDC1, G6PDH/diaphorase resazurin coupled fluorescence; 0.16% of 340,000 active; inhibition, % at 20 µM;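 active means inhibition above about 35% when tested at 20 µM, limit read from the data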;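 further: plate controls were DMSO wells with enzyme for no effect and DMSO wells lacking enzyme for full effect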
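Assay system: in-house recombinant HK5 (HKDC1) enzyme. Input: HKDC1 at 5 µg/mL. Medium: Tris pH 8.0 buffer with MgCl2, Tween-20, BSA, BME. Dosing: single 20 µM dose. Schedule: 90 min reaction incubation at room temperature, dark. Signal: resazurin-to-resorufin fluorescence via G6PDH and diaphorase coupling, 525/613 nm. Controls: DMSO-enzyme wells negative, buffer-substituted wells positive.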
SENP7 block – SENP7 protease inhibitors, primary screen, biochemical, luminescence, uHTS. Sentrin-specific protease 7 (Homo sapiens), Q9BQF6. recombinant SENP7, Z-RLRGG-aminoluciferin luminescence, 40 min. inhibition, % at 5 µM. 1.5% of 330,000 active;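 active means inhibition above about 50% at the single test dose, limit read from the data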;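 further: plate controls were DMSO with enzyme for no effect and no enzyme buffer wells for full effect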
Target sequence (Q9BQF6 706-1050 limits assumed): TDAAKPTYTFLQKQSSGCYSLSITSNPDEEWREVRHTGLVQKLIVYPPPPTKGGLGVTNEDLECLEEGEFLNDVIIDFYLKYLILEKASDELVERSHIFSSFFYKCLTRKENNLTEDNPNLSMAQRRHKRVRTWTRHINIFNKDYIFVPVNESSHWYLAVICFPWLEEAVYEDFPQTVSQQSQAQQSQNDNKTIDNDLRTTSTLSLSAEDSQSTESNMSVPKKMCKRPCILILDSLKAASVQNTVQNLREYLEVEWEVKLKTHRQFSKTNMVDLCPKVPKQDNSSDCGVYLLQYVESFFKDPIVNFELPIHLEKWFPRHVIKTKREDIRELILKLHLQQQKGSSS
Numbers without * were called inactive; . = not tested or not shown; & = joins results of further samples. Random draw from the library; any-hit rate near 4%.

SMILES | SENP8 block-1 | SENP6 block | PfG6PD inh | SENP8 block-2 | beta cell repl | SENP1 inh | UBC13 inh | HKDC1 inhibitor | SENP7 block
COc1ccc(-c2cc(C(F)(F)F)nc(SCCC(=O)N3CCCC3)n2)cc1 | -96 | -19 | 1 | 3 | -1 | -1 | 10 | 0 | 8
Cc1cc(C)n2nc(C(=O)NCCc3ccccc3)nc2n1 | 17 | -17 | 15 | 5 | 0 | -2 | 6 | -5 | 11
CCOc1ccc(N(CC(=O)NC2CCCCC2)C(=O)CCCC(=O)Nc2ccccn2)cc1 | 9 | -21 | -6 | 2 | 0 | 1 | 5 | 1 | 1
CC(CCc1ccccc1)NC(=O)c1cncc(Br)c1 (stereo not given) | 13 | -14 | -14 | 3 | 4 | -1 | 0 | -2 | 0
C=CCn1ccc2c([N+](=O)[O-])cccc2c1=O | 7 | 0 | 7 | -9 | 2 | 2 | -15 | -4 | 5
Cc1cnc(CNC(=O)c2ccc3oc(Cc4ccc(Cl)cc4)nc3c2)cn1 | 12 | -6 | -8 | -5 | 1 | 3 | 3 | -2 | -1
COc1cc(Nc2ccccn2)cc(C(=O)Nc2cccc(C(F)(F)F)c2)c1 | -335 | -1 | 35&16 | -16 | -8 | -3&-8 | 19 | 3 | -8
CCn1c(SCC(=O)Nc2nc(C)cs2)nnc1-c1cccnc1 | 8 | -13 | 18 | 6 | -2 | -1 | 5 | -11 | 2
CN(C)CCCNC(=O)c1cc(C(=O)Cc2ccc(Cl)cc2)c[nH]1 | 27 | -10 | -13 | -1 | 0 | 2 | 11 | -3 | -2
OC(CNCc1ccccc1)COCc1ccc(Cl)cc1 (stereo not given) | 11 | -19 | 1 | -3 | -3 | 1 | 5 | 0 | 0
CCOC(=O)NC(Nc1nnc(C)s1)(C(=O)OCC)C(F)(F)F (stereo not given) | 34 | -13 | 2 | 2 | -2 | 3 | -2 | -4 | -2
COCCNC(=O)c1cn(Cc2c(F)cccc2Cl)nn1 | 24 | -4 | -14 | 2 | -1 | -1 | 6 | -6 | -2
CCN(CC)Cc1cc(O)c(CN(CC)CC)cc1O | 24 | . | 76* | . | . | 46* | . | 47* | .
COc1cc(S(=O)(=O)Nc2ccc(C(=O)NCC(=O)O)cc2)ccc1NC(C)=O | -6 | 5 | 13 | 3 | 2 | 1 | 7 | 0 | -2
CC(C)(C)c1ccc(C(=O)NCCCNC(=O)c2ccccn2)cc1 | 13 | -12 | 2 | 0 | 0 | 2 | 3 | -5 | 3
COc1cc(C(=O)NCCC2=CCCCC2)cc(OC)c1OC | 4 | 5 | -2 | -9 | 0 | 2 | -10 | 15 | -9
COc1ccc(Nc2nc(N)nc(CSC(=S)N3CCOCC3)n2)cc1 | 3 | -14 | 13 | -6 | -1 | 0 | 4 | -7 | -2
OCC1(CCOc2ccccc2)CCN(Cc2ccccc2C(F)(F)F)CC1 | 8 | 14 | 10 | -3 | -4 | 2 | -11 | -2 | -11
CCNC(=S)NS(=O)(=O)c1ccc(CC)cc1 | 7 | 1 | -19 | -2 | -5 | -3 | 5 | -4 | 4
CCC(=O)N(NC1=NS(=O)(=O)c2ccccc21)S(=O)(=O)c1ccc(C)cc1 | 0 | 0 | -14 | 0 | -3 | 2 | 2 | -6 | -5
Cc1cccc(Nc2nc(N)c([N+](=O)[O-])c(N3CC(C)OC(C)C3)n2)c1 (stereo not given) | 23 | -1 | 17 | 1 | -4 | 2 | -2 | 7 | 6
O=C(CSc1nc(-c2ccccc2)c(-c2ccccc2)[nH]1)NCCN1C(=O)CSC1=O | -434 | -19 | -2 | -11 | -3 | -1 | 2 | -2 | -6
CCc1nc2ccccc2n1CCC(C)C | 8 | 3 | -1 | 0 | 4 | 0 | 3 | 6 | 6
Cc1ccccc1N(Cc1cc(=O)[nH]c2ccccc12)C(=O)CCl | 5 | -1 | . | 5 | -4 | 4 | 7 | . | -4
Cc1ccccc1Cn1c(CN2CCN(C(=O)c3ccco3)CC2)nc2c1c(=O)n(C)c(=O)n2C | 12 | -6 | -1 | -5 | 0 | 2 | 0 | -5 | -3
Cc1csc(NC(=O)C(C)Oc2ccc(Cl)cc2C)n1 (stereo not given) | 28 | 2 | 13 | -13 | -6 | 0 | -1 | -4 | -1
CCC(Cc1ccccc1)NS(=O)(=O)c1c(C)nc2scc(C)n2c1=O (stereo not given) | -337 | -2 | -6 | 11 | -5 | 1 | -3 | 4 | 3
C=CCc1cc(C)ccc1OCC(O)CN1CCN(c2ccccc2)CC1 (stereo not given) | 21 | -8 | 10 | 1 | -1 | 2 | 12 | -8 | -1
CCCSc1nsc(SCCC)c1C(N)=O | 17 | 0 | 2 | 5 | -1 | 1 | 7 | 4 | 14
O=[N+]([O-])c1ccccc1Nc1ccccc1[N+](=O)[O-] | 38 | . | 18 | . | . | 5 | . | 4 | .

Single records, from the list above. Order of screens: SENP8 block-1 | SENP6 block | PfG6PD inh | SENP8 block-2 | beta cell repl | SENP1 inh | UBC13 inh | HKDC1 inhibitor | SENP7 block
Cc1ccccc1Cn1c(CN2CCN(C(=O)c3ccco3)CC2)nc2c1c(=O)n(C)c(=O)n2C is entered as 12 | -6 | -1 | -5 | 0 | 2 | 0 | -5 | -3
CCCSc1nsc(SCCC)c1C(N)=O is entered as 17 | 0 | 2 | 5 | -1 | 1 | 7 | 4 | 14
Cc1csc(NC(=O)C(C)Oc2ccc(Cl)cc2C)n1 (stereo not given) is entered as 28 | 2 | 13 | -13 | -6 | 0 | -1 | -4 | -1

Following part.
SMILES | SENP8 block-1 | SENP6 block | PfG6PD inh | SENP8 block-2 | beta cell repl | SENP1 inh | UBC13 inh | HKDC1 inhibitor | SENP7 block
COc1ccc(N2CCN(C3CCCN(C(=O)CCN4CCCCO4)C3)CC2)cc1 (stereo not given) | 10 | 9 | 6 | -2 | -1 | 2 | -4 | 1 | 1
COc1cc(NC(=O)CCS(=O)(=O)c2ccc3nc(C)sc3c2)cc(OC)c1OC | 21 | -3 | -8 | 1 | -1 | 3 | -7 | -4 | -15
CCOC(=O)C1C(=O)C(C(=O)OCC)C(c2cccnc2)NC1c1cccnc1 (stereo not given) | -97 | 4 | 7 | 6 | -3 | 4 | 5 | -3 | 3
COc1ccc(C2/C=C\CN(CC3CC3)CC(=O)N2Cc2ccc(F)cc2)cc1 (stereo not given) | -7 | -19 | -7 | 2 | -3 | 0 | 8 | 1 | -4
O=C(Cn1cc(C(F)(F)F)ccc1=O)Nc1ccccc1 | 30 | -9 | 7 | -2 | -4 | 2 | -4 | -1 | -4
N#CCCN(Cc1cccnc1)C(=S)NC(=O)c1ccc(S(=O)(=O)N2CCCC2)cc1 | 3 | 2 | 14 | 1 | -1 | 0 | -1 | -7 | 2
O=C(NCc1cccc(C(F)(F)F)c1)c1cc(Cl)cc(Cl)c1 | 12 | 12 | 11 | 1 | -6 | 2 | 0 | -3 | 4
COc1ccc(C(=O)NCc2ccccc2OC)cc1 | 10 | -12 | 0 | 1 | 2 | 1 | 6 | 0 | 1
CCN(CC(=O)Nc1ccc(C(C)=O)cc1)CC(=O)Nc1ccccc1C(F)(F)F | 8 | -17 | -6 | -2 | -2 | 2 | -2 | -2 | 8
CCN(CC(=O)NC(=O)NCc1ccccc1)Cc1ccccc1 | 1 | -2 | 2 | 0 | -7 | 1 | -2 | -3 | 8
CCCCn1nnc(NC(=S)NC(=O)c2ccc(OCC)c([N+](=O)[O-])c2)n1 | -9 | -3 | 6 | 3 | -2 | 3 | 1 | 0 | -4
Cc1ccccc1S(=O)(=O)NCC1CCCO1 (stereo not given) | 10 | -11 | -1 | -7 | -2 | 2 | 8 | -3 | -10
NS(=O)(=O)c1ccc(N2CCN(CCOc3ccc(Cl)cc3)CC2)nc1 | -2 | 7 | -4 | -6 | 3 | 1 | -5 | -4 | -11
COC(=O)CN1C(=S)N(c2ccc(Cl)cc2)C(=O)C1CC(=O)Nc1ccc(Cl)cc1 (stereo not given) | 14 | -9 | 15 | -9 | -4 | 3 | 6 | -1 | -4
CC(C)(C)C(=O)Nc1ccc2c(c1)OCCOCCOc1cc(NC(=O)C(C)(C)C)ccc1OCCOCCO2 | 5 | 7 | 15 | -2 | -2 | 2 | 0 | 18 | 0
COc1ccc(-n2nnnc2CNC(=O)c2ccc(S(=O)(=O)N3CCOCC3)cc2)cc1 | 11 | 3 | -13 | -7 | 1 | 1 | 0 | 2 | 10
COc1ccc(C2=CSC3=NCCN23)cc1Cl | 18 | 1 | 49 | -4 | -4 | -4 | -11 | -3 | 5
COCCCN1C(=O)c2ccc(C(=O)N3CCN(c4ccccc4OC)CC3)cc2C1=O | 10 | -6 | -10 | 7 | -3 | 1 | -2 | 4 | 3
c1ccc(Oc2ccc3ccccc3n2)cc1 | 13 | -20 | 9 | -3 | 0 | 1 | 0 | -3 | 8
Cc1ccc(-c2cc(C(=O)NC3=NCCS3)c3cc(Br)ccc3n2)o1 | . | -2 | . | -2 | -5 | . | -14 | . | -8
COc1ccc(-n2nnc3c(=O)n(CC(=O)OCc4ccccc4)cnc32)cc1 | 14 | 2 | 17 | 9 | 3 | 2 | 15 | 3 | -1
Cc1cc(Cl)ccc1Oc1cccc(C(=O)/C(C#N)=C/N(C)C)c1 | 16 | 12 | -10 | -10 | -2 | 0 | 2 | -1 | 4
CNC(=S)Nc1ccc2nc(C)oc2c1 | 15 | -10 | 23 | 6 | -1 | 1 | 6 | 1 | 8
CN(Cc1cn(C)nc1-c1cccc(Cl)c1)CC1CCCCO1 (stereo not given) | 9 | -3 | 2 | -7 | 2 | 2 | 8 | -1 | -3
O=[N+]([O-])c1cc(S(=O)(=O)Nc2cccc(C(F)(F)F)c2)ccc1-n1nnc2ccccc21 | 37 | -4 | -25 | -4 | -6 | 2 | -16 | 2 | -4
COC(=O)NCc1ccc(S(=O)(=O)N2CCOCC2)cc1 | 19 | -8 | -8 | -5 | -2 | 1 | -2 | -9 | -7
Cc1cccc2cc(C#N)c(NCCNS(=O)(=O)c3ccccc3)nc12 | -323 | -15 | 20 | 6 | 2 | -132 | 12 | 2 | -3
COC(=O)Nc1ccc(S(=O)(=O)Nc2ccc(O)cc2)cc1 | 14 | -7 | 4 | -8 | -1 | 3 | 3 | -5 | 3
CCOCCOC(=O)CCSc1n[nH]c(=O)[nH]c1=O | 3 | 3 | -8 | 3 | -3 | 1 | 3 | -14 | 7
CCCCN(C)CCC(=O)Nc1ccc(Cl)cc1 | 19 | 10 | -8 | -3 | 0 | 0 | 8 | 7 | -1
COCC(C)N=C1NN=C(c2cc(C)n(Cc3ccccc3Cl)c2C)CS1 (stereo not given) | 2 | 3 | -5 | -4 | -6 | -1 | 9 | 1 | -2
COC(=O)COc1ccc(S(=O)(=O)NC2CCCCCC2)cc1 | 3 | -19 | -14 | -11 | -4 | 4 | -4 | -5 | -12
